Runt-SMMHC FRET: Runt domain-CBFb-SMMHC interaction inhibition; 220,000 tested, 0.74% active; AID 1434; Cerulean-Runt/Venus-CBFb-SMMHC FRET ratio 530/480, 1 h; Q01196+Q13951; inhibition, % at 20 µM;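 active = mean inhibition across duplicate retests at 20 µM reaching about 50%, limit read from the data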;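 also: 0% = DMSO wells and 100% = wells with excess untagged CBFb-SMMHC; inhibitors lower the FRET ratio by blocking Runt binding to CBFb-SMMHC; some results filed as inactive read as strong as hits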
zfTRPN1 agonist: agonists of zebrafish TRPN1 channel. HEK293 zebrafish TRPN1-YFP, Fluo-8 calcium fluorescence; 100% = response to 87 µM carbachol. activation, % at 3 µM. 220,000 tested, 0.18% active. AID 1424;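 active = activation above its plate's cutoff, the mean activation of test wells on that plate plus 3 SD, cut at about 19% in these data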;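 also: 0% = DMSO alone and 100% = 87 µM carbachol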
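Control set: carbachol 87 µM as high control, DMSO as low control; system: HEK293 stable line with zebrafish TRPN1-YFP; read-out: % activation versus carbachol response; detection: intracellular calcium fluorescence with Fluo-8; doses: single test compound dose, 3 µM nominal, 0.3% DMSO; schedule: dye 1 h 37 °C plus 30 min RT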
CHOP inh: inhibitors of CHOP induction in ER stress response. CHO-K1 CHOP-promoter luciferase, tunicamycin-induced, 15-18 h. inhibition, % at 10 µM. 220,000 tested, 3.8% active. AID 2732;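 active = compounds that reduced the stress-induced luciferase reporter signal by more than about 70% of percent inhibition, limit read from the data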;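 also: 0% = tunicamycin plus vehicle and 100% = wells without tunicamycin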
TRPML3 ag: activates the human TRPML3 channel; Q8TDD5; activation, % at 3 µM; HEK293 TRPML3-YFP, Fluo-8 calcium fluorescence; 100% = the carbachol control signal; 220,000 tested, 0.29% active;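 active = activation above its plate's cutoff, the mean activation of the plate's test wells plus 3 SD, cut at about 12% in these data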;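 also: 0% = DMSO only wells and 100% = carbachol wells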
Target sequence (Q8TDD5 whole entry, looked up): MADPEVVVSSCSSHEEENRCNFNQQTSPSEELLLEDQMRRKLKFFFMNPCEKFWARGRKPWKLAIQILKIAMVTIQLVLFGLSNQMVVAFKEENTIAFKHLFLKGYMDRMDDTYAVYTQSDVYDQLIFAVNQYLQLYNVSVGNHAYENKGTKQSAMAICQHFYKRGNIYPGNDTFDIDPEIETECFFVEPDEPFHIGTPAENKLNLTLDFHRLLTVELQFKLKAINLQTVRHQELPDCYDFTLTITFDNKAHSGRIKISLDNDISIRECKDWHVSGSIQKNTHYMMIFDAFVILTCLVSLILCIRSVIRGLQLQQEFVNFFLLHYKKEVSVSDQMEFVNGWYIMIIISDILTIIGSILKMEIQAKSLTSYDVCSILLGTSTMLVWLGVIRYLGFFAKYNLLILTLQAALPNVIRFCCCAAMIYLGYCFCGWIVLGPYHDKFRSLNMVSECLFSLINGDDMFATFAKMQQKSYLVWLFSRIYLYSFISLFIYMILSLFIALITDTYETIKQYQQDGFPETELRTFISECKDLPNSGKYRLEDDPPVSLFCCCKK
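Test system – HEK293 line with stable expression of human TRPML3-YFP channel · Control set – carbachol 87 µM final as high control (100%), DMSO as low control (0%) · Signal – Fluo-8 calcium dye fluorescence, ex 470-495, em 515-575 nm · Incubation – 1-h 37 °C dye load, 5-s basal, 120-s post-compound reads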
p47phox inh: blocks human p47phox regulatory protein of NADPH oxidases; P14598; p47phox/p22phox peptide binding, fluorescence polarization, 2 h; inhibition, % at 24.7 µM; 220,000 tested, 0.53% active; AID 1274;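 active = inhibition above about 30%, limit read from the data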;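 also: 0% = p47phox with labelled peptide and 100% = labelled peptide alone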
EBV gp42 inh: blocks Epstein-Barr virus glycoprotein 42 binding; Q1HVG2; Fluorescence polarization binding assay, mP read-out; inhibition, % (tested at 21.74 µM); 220,000 tested, 0.42% active; in the data active = inhibition above about 50%
MDM2 E3 inh: Mdm2 E3 ligase (human) inhibition; Q00987; cell-based MDM2 ubiquitination luciferase reporter, 2 h; 0 = plate control, 100 = twice control, blank-subtracted; signal enhancement, % at 5 µM; 210,000 tested, 0.11% active; AID 1230;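 active = signal enhancement of 30% or more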;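 also: luminescence tracks abundance of the self-degrading MDM2-luciferase fusion protein; higher signal means inhibition of MDM2 E3 ligase activity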
Target sequence (Q00987 whole entry, looked up, the tested form may be a part): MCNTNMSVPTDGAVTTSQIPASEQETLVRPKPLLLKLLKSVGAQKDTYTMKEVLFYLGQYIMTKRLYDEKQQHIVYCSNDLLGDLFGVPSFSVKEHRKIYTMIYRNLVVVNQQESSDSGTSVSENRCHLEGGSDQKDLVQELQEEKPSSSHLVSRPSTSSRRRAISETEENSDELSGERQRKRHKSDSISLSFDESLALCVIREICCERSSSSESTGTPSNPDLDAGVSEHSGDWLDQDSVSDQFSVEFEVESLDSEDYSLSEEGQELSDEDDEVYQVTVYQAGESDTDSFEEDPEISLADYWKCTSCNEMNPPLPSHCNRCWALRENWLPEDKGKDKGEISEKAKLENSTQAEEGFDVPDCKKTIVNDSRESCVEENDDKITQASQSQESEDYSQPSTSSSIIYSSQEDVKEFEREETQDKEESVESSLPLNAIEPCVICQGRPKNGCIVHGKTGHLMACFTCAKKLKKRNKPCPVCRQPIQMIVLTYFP
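Material: Stable MDM2–luciferase fusion reporter cells | Amount: 2000 cells seeded into each well | Dosing: One concentration, 5 µM, with 0.2% DMSO | Incubation: 4 h cell settling then 2 h compound exposure, 37 °C | Measured by: Luciferase luminescence | Read-out basis: % enhancement relative to plate controls after blank subtraction | Benchmarks: Control and blank well means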
TNF necrop inh: TNF-alpha cell death inhibition in Jurkat FADD-/- cells; Jurkat FADD-/- TNF necroptosis rescue, ATP luminescence, 24 h; 0 = TNF only, 100 = no-TNF cells; activation (protection from cell death), % at 10 µM; 220,000 tested, 0.068% active; AID 463075;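 active = activation, meaning protection from cell death, of at least 50% relative to plate controls; inactive = activation below 50%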;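 also: necroptosis triggered by 40 ng/mL TNF-alpha added together with compound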
PPC-1+TRAIL kill: kills PPC-1 cancer cells in the presence of TRAIL | AID 1443 | PPC-1 cells + TRAIL, ATPLite viability luminescence | cell killing (% activity), % at 4 µM | 220,000 tested, 0.41% active;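 active = cell killing above 50% in the first pass at 4 µM, then a duplicate retest at 5 µM averaging 50% or more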;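 also: plate controls were cells with TRAIL plus DMSO for no effect and medium-only wells lacking cells for full effect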
Active calls of the source: *; . = no result given.

SMILES	Runt-SMMHC FRET	zfTRPN1 agonist	CHOP inh	TRPML3 ag	p47phox inh	EBV gp42 inh	MDM2 E3 inh	TNF necrop inh	PPC-1+TRAIL kill
Cc1cc(N)n(-c2ccc(S(N)(=O)=O)cc2[N+](=O)[O-])n1	-1.2	1.2	-4.2	0.8	-8.4	-9.6	2.5	-0.5	1.8
CC(=O)n1cc(C2C(=O)CC(C)(C)CC2=O)c2ccccc21	0.6	1.1	4.7	0.1	-10.5	1.9	-26.8	1.6	17.6
Cc1ccccc1-c1nc(CS(=O)CC(=O)NCc2ccccc2)c(C)o1 (configuration not stated)	-2.5	-0.8	16.2	0.2	-13.0	-12.6	-0.8	-0.5	-8.8
O=C(Nc1ccc([N+](=O)[O-])cc1)c1cncc(Br)c1	0.3	0.4	33.8	2.3	14.8	24.1	-1.3	-1.4	14.9
CC1(C)SC(=S)N(c2ccccc2)C1/[N+]([O-])=C/c1cccc([N+](=O)[O-])c1 (configuration not stated)	-6.3	1.5	-7.5	0.3	0.6	-22.5	-12.7	5.5	12.9
N#Cc1c(NC(=O)Cn2cnc3ccccc3c2=O)oc(-c2ccccc2)c1-c1ccccc1	2.1	0.1	48.7	1.7	-10.5	9.9	-14.3	-0.5	12.4
CCOc1cc(N2CCOCC2)c(OCC)cc1NC(=O)CN1CCN(Cc2ccc3c(c2)OCO3)CC1	0.2	1.0	-1.1	0.9	-15.3	3.2	13.4	0.4	0.8
CC(C(=O)NC1CCCC1)N(C(=O)CS(=O)CC(=O)Nc1ccc(F)cc1)c1ccc2c(c1)OCCO2 (configuration not stated)	-7.3	0.5	-2.1	-0.6	-6.6	-7.2	-25.4	-7.4	15.9
C#CCOCCOCCOCCNc1nc(N2CCN(C(=O)Cn3cc(CCCN=C(N)N)nn3)CC2)nc(N2CCN(C(=O)Cn3cc(CCCN=C(N)N)nn3)CC2)n1	-1.6	-2.0	-4.1	0.5	14.6	-14.7	.	3.0	-17.6
COc1ccc(C(=O)Nn2c(SCC(=O)c3ccc(Cl)cc3)nc3ccccc3c2=O)cc1	0.9	1.9	45.1	1.2	-9.1	-7.9	-53.3	-1.2	40.7
CCOC(=O)C1CCCN(C(=O)c2ccc(CNS(=O)(=O)c3ccc(C)cc3)cc2)C1 (configuration not stated)	1.7	0.6	-8.8	-0.2	-3.3	-4.0	16.4	-0.1	-2.1
CC(c1n[nH]c(=S)n1Cc1ccccc1)N(C)C (configuration not stated)	-0.8	1.1	8.9	0.3	-6.7	-13.7	-11.6	0.3	-8.4
COc1cccc(-c2cc(C(=O)O)no2)c1	-0.9	0.5	26.9	1.4	-16.2	0.5	-7.5	0.7	-1.6
O=C(COC(=O)/C=C/c1ccc(Cl)cc1)Nc1ccccc1-c1ccccc1	3.5	-1.0	4.0	0.9	-6.0	5.3	-7.5	0.6	3.8
COc1ccc(-n2c(SC)nnc2-c2c[nH]c3ccccc23)cc1	-4.6	0.7	36.9	0.3	-6.1	2.5	-13.3	0.1	8.7
COc1cc(NC(=S)NNC(=O)C(C)(C)O)cc(OC)c1	1.6	-0.4	-0.8	1.3	-8.3	-6.9	-8.6	0.2	2.7
COc1cc(C2SCC(=O)N2c2nnc(C34CC5CC(CC(C5)C3)C4)s2)cc(OC)c1OC (configuration not stated)	-2.2	1.8	40.1	0.1	-9.8	-9.5	-2.4	-2.9	-11.9
Cc1ccc(C(=O)Nc2nc3nc(-c4ccccc4)cc(=O)n3[nH]2)cc1	0.4	0.5	63.0	0.2	-1.1	-4.0	-5.2	-0.3	36.9
COc1ccc2c(c1)C(C)CC(C)(C)N2C(=O)NC1CCCCC1 (configuration not stated)	-1.6	0.2	-15.2	0.2	-0.6	18.9	0.8	38.2	19.1
COc1ccc(NC(=O)CC2C(=O)NCCN2C(=O)c2ccccc2)cc1 (configuration not stated)	1.3	1.4	3.6	0.2	-7.1	-8.7	-5.8	0.2	-4.9
CCCSc1nc2c(cnn2-c2ccc(F)cc2)c(=O)[nH]1	3.8	2.5	79.0*	-0.1	0.3	-11.2	-1.8	-0.4	0.0
CC1CCCCN1CC(=O)Nc1ccccc1Sc1ccccc1 (configuration not stated)	1.1	0.1	23.4	1.2	-10.0	2.0	1.6	0.0	11.5
Cc1ccc(NC(=O)C[n+]2ccn(C3=C([O-])c4ccccc4C3=O)c2)cc1	0.5	0.2	10.0	0.4	-0.7	-6.2	-8.7	0.1	17.1
CCCn1c(N)c(C(=O)CSc2nnc(C3CC3)n2Cc2ccccc2)c(=O)[nH]c1=O	1.0	1.6	-1.6	0.9	-1.9	-21.6	-7.9	-0.3	6.6
COc1nccc(C(F)(F)F)c1C(=O)NC(=O)Nc1c(C)cccc1C	0.2	-0.3	6.0	0.7	-1.9	-8.5	-3.2	0.5	0.3
CCOP(=O)(OCC)/C(C#N)=C/c1ccc(-c2ccc(F)cc2F)o1	18.0	1.1	14.6	0.3	-3.7	-10.5	4.4	0.4	-4.0
CCOC(=O)c1c(C)[nH]c(C(=O)COC(=O)[C@H](C)NC(=O)c2ccccc2Cl)c1C	2.8	0.9	-5.9	0.4	-13.0	-24.4	-7.8	0.1	-26.0
O=C(c1ccc2c3n(nc2c1)-c1ccc(Cl)cc1CO3)N1CCOCC1	3.8	.	-34.5	.	-8.7	-14.7	28.8	-8.7	29.5
CCOc1ccc(N(CC(=O)Nc2cc(C)ccc2C)S(=O)(=O)c2c(C)[nH]c(=O)[nH]c2=O)cc1	-1.0	0.5	-1.9	-0.6	-2.4	-2.9	-10.8	0.3	12.0
C#CCNC(=O)C1=C[C@@H](c2cn(C(C)=O)c3ccccc23)C[C@@H](OCCCCO)O1	-2.2	2.3	21.3	0.5	-18.4	-10.8	.	-0.1	-3.5
COC(=O)N/N=C/c1cccc(OCCSc2ccc(Cl)cc2)c1	-4.3	-2.0	0.1	-0.4	3.9	-10.8	-7.6	4.5	24.5
Cc1cc(C)n(CC(O)COc2ccccc2C)n1 (configuration not stated)	3.0	-0.2	-3.8	0.9	1.8	-2.8	-13.5	0.0	-7.0
Cc1cc(C)n(CC(=O)Nc2cccc(C(F)(F)F)c2)n1	-3.5	-0.1	-0.3	-0.8	-3.2	9.5	-6.3	0.6	0.0
COc1cccc(C2c3[nH]c4ccccc4c3CCN2Cc2cnc(C)s2)c1OC (configuration not stated)	9.6	-0.7	-5.7	-0.3	1.9	8.8	0.6	-1.6	5.7
Nc1ccccc1SCc1ccccc1	-2.4	-3.3	10.4	-0.8	-6.5	-18.7	18.5	2.8	-1.7
O=C(Nc1ccc(S(=O)(=O)N2CCCC2)cc1)c1cccs1	-3.3	3.9	-18.6	0.8	-2.4	4.6	-3.0	3.6	-4.0
O=C(Nc1ccn(Cc2c(F)c(F)c(F)c(F)c2F)n1)c1cccc(Cn2cc([N+](=O)[O-])cn2)c1	4.2	0.1	29.9	-0.2	-12.8	-20.3	-21.0	-3.0	-7.6
CCC(C)c1ccccc1NC(=O)C1CCCO1 (configuration not stated)	-1.2	-1.3	39.8	1.5	-10.4	-3.1	-2.0	1.7	13.5
N#Cc1c(N2CCOCC2)nsc1-c1ccc(C(F)(F)F)cc1	0.0	0.0	-15.6	0.5	-10.6	-3.0	0.9	1.3	-0.2
CCn1cc(C(=O)NCc2ccncc2)c(=O)c2cc(F)c(N3CCN(C(=O)c4ccco4)CC3)cc21	-2.1	1.1	-16.6	1.0	-1.8	-14.9	-11.0	-7.3	-8.8
COc1cccc(C(=O)N(CN2CCCC2=O)c2cccc(Cl)c2)c1OC	-4.0	0.3	-6.0	-0.6	-4.3	4.9	-7.8	-0.8	13.7
Cc1cc(Nc2ccc(Cl)cc2)n(-c2ccccc2)n1	2.5	-0.6	19.4	-0.1	-18.3	-7.7	4.5	0.7	9.6
CCC(=O)NCc1nc2ccccc2n1Cc1ccccc1F	0.4	-0.2	-22.0	-0.1	-6.5	-7.9	2.8	2.2	8.1
CN(C)/C=C/C(=O)c1nn(-c2ccc(F)cc2)ccc1=O	-0.1	-0.1	-2.7	0.9	-7.0	-10.9	-6.7	1.7	-0.8
CC(=O)Nn1cnc2c(c1=O)C1(CCCCC1)Cc1ccccc1-2	4.0	-0.6	-11.8	0.9	-11.6	0.1	3.4	0.2	24.9
O=C(CSc1nc2ccc([N+](=O)[O-])cc2[nH]1)c1ccc(Cl)cc1	-51.2	0.6	78.4*	0.5	-20.1	-8.8	-2.1	0.8	13.6
Cc1nnc(C)c2c(C)n(-c3ccccc3N)c(C)c12	-4.6	1.9	-14.1	0.7	2.2	4.6	-9.3	1.0	20.6
O=C(NCc1ccco1)C1CCCN(S(=O)(=O)c2cccc3nonc23)C1 (configuration not stated)	-0.7	0.3	7.1	0.7	-8.9	-12.6	-7.8	-6.6	39.8
COc1ccccc1NC(=O)CCSc1nnc(-c2ccco2)o1	1.3	1.4	-11.8	-0.1	9.7	-0.7	14.2	-0.2	11.1
Nc1nc(SCc2ccc(Cl)cc2Cl)n[nH]1	2.0	-1.8	28.2	-0.3	-17.2	1.0	-11.6	-2.6	18.3

Three of the compounds above, with two lines to a compound:
The line under a structure holds: Runt-SMMHC FRET	zfTRPN1 agonist	CHOP inh	TRPML3 ag	p47phox inh	EBV gp42 inh	MDM2 E3 inh	TNF necrop inh	PPC-1+TRAIL kill
> O=C(NCc1ccco1)C1CCCN(S(=O)(=O)c2cccc3nonc23)C1 (configuration not stated)
→ -0.7	0.3	7.1	0.7	-8.9	-12.6	-7.8	-6.6	39.8
> COc1ccccc1NC(=O)CCSc1nnc(-c2ccco2)o1
→ 1.3	1.4	-11.8	-0.1	9.7	-0.7	14.2	-0.2	11.1
> Cc1nnc(C)c2c(C)n(-c3ccccc3N)c(C)c12
→ -4.6	1.9	-14.1	0.7	2.2	4.6	-9.3	1.0	20.6

Carrying on.
SMILES	Runt-SMMHC FRET	zfTRPN1 agonist	CHOP inh	TRPML3 ag	p47phox inh	EBV gp42 inh	MDM2 E3 inh	TNF necrop inh	PPC-1+TRAIL kill
CCN(CC)C(=S)SCC(=O)Nc1ccc(S(N)(=O)=O)cc1	-1.0	0.0	-14.7	0.3	-6.7	-1.9	-13.8	1.6	3.4
CC(=O)c1c(COC(=O)c2ccc(F)cc2)nc2ccccc2[n+]1[O-]	1.3	1.1	11.5	1.0	-6.1	-7.6	-10.1	0.2	14.3
Oc1c(C=Nc2cccnc2)sc2ccccc12	62.9*	-0.2	-50.5	1.3	-53.5	-116.4	-23.0	-10.9	27.1
CC(=O)Oc1ccc(N2C(=O)C3C4C=CC(CO)(O4)C3C2=O)cc1 (configuration not stated)	0.4	-0.8	-23.9	-0.1	-0.2	-1.8	-9.8	0.8	-9.8
O=C1CC(Sc2ccc(Cl)cc2)C(=O)N1Cc1ccncc1 (configuration not stated)	1.4	0.3	8.3	0.7	-7.3	-1.5	-12.7	-7.5	4.5

Screening results (PubChem BioAssay)
